Source: PubChem
mIAP inh – mouse IAP inhibition | 330,000 tested, 0.2% active | inhibition, % at 10 µM | purified mouse IAP, CDP-Star luminescence, 30 min;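 active = inhibition of at least 40% at 10 µM in the primary screen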;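 also: plate controls were DMSO with enzyme for no effect and no enzyme wells for full effect; values of inactives mirror those of a sister screen read the other way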
beta cell repl – MIN6 beta-cell proliferation induction | 330,000 tested, 0.29% active | proliferation, % at 10 µM | MIN6 cells proliferation, ATPlite luminescence, 48 h; cells starved in 0.2% serum; 100% = growth in 10% serum;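 active = compounds whose signal lies at least 3.5 SD above the mean of all wells on their plate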;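 also: 0% = DMSO-treated cells in low-serum medium and 100% = 10% serum control; some compounds called inactive have numbers as strong as hits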
APOBEC3G inh – inhibitors of human APOBEC3G DNA deaminase | Q9HC16 | recombinant A3G, ssDNA deamination FAM/TAMRA fluorescence | inhibition, % at 20 µM | 330,000 tested, 0.28% active | AID 493012;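 active = inhibition of at least 40% at 20 µM, with no more than 30% in the related APOBEC3A deaminase screen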;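 also: plate controls were DMSO wells with A3G for no effect and wells lacking A3G enzyme for full effect; some compounds called inactive have numbers as strong as hits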
Target sequence (Q9HC16 whole entry, looked up): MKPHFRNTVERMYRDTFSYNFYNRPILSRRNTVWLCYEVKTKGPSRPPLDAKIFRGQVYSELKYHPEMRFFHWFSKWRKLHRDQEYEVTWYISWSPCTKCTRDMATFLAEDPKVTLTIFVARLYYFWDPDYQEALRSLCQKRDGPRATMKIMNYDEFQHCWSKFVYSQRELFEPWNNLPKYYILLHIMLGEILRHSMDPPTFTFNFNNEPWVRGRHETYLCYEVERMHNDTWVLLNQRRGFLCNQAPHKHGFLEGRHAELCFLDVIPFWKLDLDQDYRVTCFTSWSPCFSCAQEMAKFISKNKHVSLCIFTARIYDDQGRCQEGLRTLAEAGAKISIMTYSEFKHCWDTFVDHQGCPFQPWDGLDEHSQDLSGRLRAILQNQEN
mIAP act – increases mouse intestinal alkaline phosphatase activity. activation factor at 10 µM. AID 2805. muIAP, CDP-Star luminescence, 30 min; stronger effect = higher value; 1 = vehicle-only enzyme signal, 0 = enzyme-free wells. 330,000 tested, 0.24% active;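 active = activation factor of at least 2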; also: the source names both 10 and 20 µM as test concentration; values of inactives mirror those of a sister screen read the other way
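Assay system: mouse IAP enzyme; Reagent: CDP-Star chemiluminescent phosphatase substrate; Compound: DMSO-dissolved test compounds; Incubation: 30 min, room temperature; Technique: luminescence from enzymatic CDP-Star hydrolysis; Controls: DMSO-only wells and no-enzyme negative control.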
hIAP activ – increases human intestinal alkaline phosphatase activity; P09923; activation factor at 10 µM; AID 2524; purified human IAP, CDP-Star luminescence, 30 min; stronger effect = higher value; 1 = vehicle-only enzyme, 0 = enzyme-free background; 330,000 tested, 0.16% active;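 active = activation factor of the enzyme at least 2-fold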; also: the source names both 10 and 20 µM as test concentration; values of inactives mirror those of a sister screen read the other way
hIAP inh – blocks human intestinal alkaline phosphatase. inhibition, % at 10 µM. P09923. purified IAP, CDP-Star luminescence, 30 min. 330,000 tested, 0.12% active. AID 2544;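 active = inhibition reaching a set limit with compound at 10 µM in the primary screen, cut at about 35% in these data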;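 also: plate controls were DMSO wells with enzyme for no effect and no-enzyme buffer wells for full effect; values of inactives mirror those of a sister screen read the other way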
MPTP block – permeability transition pore inhibition; isolated mouse mitochondria, Ca2+ swelling absorbance, 30 min; inhibition, % at 10 µM; 360,000 tested, 1.4% active;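 active = inhibition of 50% or more, scaled per plate between neutral and stimulator controls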;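 also: 0% = DMSO wells given calcium and 100% = 1 mM EGTA wells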
APOBEC3A inh – human APOBEC3A DNA deaminase inhibition; 330,000 tested, 0.41% active; P31941; recombinant A3A, FAM/TAMRA ssDNA deamination fluorescence; inhibition, % at 20 µM;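 active = at least 40% inhibition at 20 µM here, with at most 30% in a related deaminase screen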;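 also: plate controls were A3A with DMSO for no effect and wells lacking A3A enzyme for full effect; some results filed as inactive read as strong as hits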
Target sequence (P31941 whole entry, looked up): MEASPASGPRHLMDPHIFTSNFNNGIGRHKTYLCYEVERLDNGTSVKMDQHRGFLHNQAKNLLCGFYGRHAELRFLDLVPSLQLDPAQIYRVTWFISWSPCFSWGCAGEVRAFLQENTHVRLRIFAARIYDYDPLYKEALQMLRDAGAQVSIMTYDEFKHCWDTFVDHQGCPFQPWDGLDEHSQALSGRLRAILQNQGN
ATG4B inh – ATG4B (human) cysteine protease inhibition | Q9Y4P1 | ATG4B cleavage of LC3-PLA2, NBD-HPC fluorescence, 1 h | inhibition, % at 8.33 µM | 340,000 tested, 0.51% active | AID 504462; in the data active = inhibition above about 40%
Target sequence (Q9Y4P1 whole entry, looked up): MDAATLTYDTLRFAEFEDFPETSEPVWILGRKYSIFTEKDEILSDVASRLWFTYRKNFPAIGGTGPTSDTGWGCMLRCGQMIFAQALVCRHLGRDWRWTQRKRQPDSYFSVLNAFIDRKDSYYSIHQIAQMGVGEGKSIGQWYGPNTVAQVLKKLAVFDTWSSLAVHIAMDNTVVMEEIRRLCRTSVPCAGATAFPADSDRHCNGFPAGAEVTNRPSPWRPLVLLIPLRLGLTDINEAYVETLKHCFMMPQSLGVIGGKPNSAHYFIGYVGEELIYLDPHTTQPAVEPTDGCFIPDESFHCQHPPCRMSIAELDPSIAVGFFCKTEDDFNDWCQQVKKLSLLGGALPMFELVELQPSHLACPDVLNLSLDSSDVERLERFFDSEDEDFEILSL
Active calls of the source: *; x = no result given; & = joins results of further samples.

SMILES	mIAP inh	beta cell repl	APOBEC3G inh	mIAP act	hIAP activ	hIAP inh	MPTP block	APOBEC3A inh	ATG4B inh
Cc1ccc(S(=O)(=O)N2CCCC(C(=O)NCCc3ccccc3)C2)cc1 (stereo not given)	-4	6	-4	1	0.99	1	-0.9	1	3
COc1ccccc1N1CCN(C(=O)CSc2nc3ncnc(N)c3[nH]2)CC1	-5	0	-6	1	1.1	-7	-1.0	-1	-4
Cc1ccc2c(c1)N(C(=O)CCC(=O)NCc1cccc(F)c1)CCO2	4	-5	-5	0.96	0.95	5	-0.6	-8	-13
CCCOP(=O)(c1ccc(N(C)C)cc1)C(O)c1ccc(Cl)cc1 (stereo not given)	4	4	-10	0.96	0.94	6	0.0	-2	-4
S=C(NCCc1ccccc1)Nc1ccccn1	-1	0	-11	1	0.91	9	-0.9	1	-6
Cc1cc(Cl)ccc1NC(=O)CN(C)C1=NS(=O)(=O)c2ccccc21	1	-2	-8	0.99	0.86	14	0.2	-1	-13
Cc1nc(Cl)c(C(=O)NCc2ccccc2)c(C)c1Cl	6	-1	-1	0.94	1.1	-5	-1.7	4	-7
O=C(Nc1ccc(Cl)cc1C(=O)N1CCOCC1)c1ccco1	1	-2	0	0.99	1.2	-18	0.2	0	2
COc1cccc(OCCNC(=O)c2cc(OC)c(OC)c(OC)c2)c1	-8	-2	-4	1.1	1.2	-15	-0.4	6	-4
O=[N+]([O-])c1ccccc1S(=O)(=O)N/C(=N/S(=O)(=O)c1ccccc1)c1ccccc1	2	7	0	0.98	1	-1	0.7	-2	-4
COC(=O)C1=C(C)N(Cc2ccccc2)C(=S)N[C@H]1c1ccccc1	6	2	-6	0.94	1.1	-5	-0.5	-5	2
COc1ccc(-c2cc(C(=O)OCC(=O)NC3CC3)c3ccccc3n2)cc1	5	-4	-6	0.95	0.88	12	-0.3	-4	-13
CC1CCCN(CCS(=O)(=O)c2ccccc2)C1 (stereo not given)	-3	0	-8	1	0.95	5	1.1	0	3
NC(=O)C1CCCN(C(=O)c2cccc(NC(=O)c3cccs3)c2)C1 (stereo not given)	6	-4	-7	0.94	0.94	6	0.1	22	-9
CC(c1ccccc1)N1CC(C(=O)O)CC1=O (stereo not given)	7	-5	-2	0.93	1	-2	-0.1	-1	-3
CC(=O)NCC(=O)N[C@@H](CC(=O)OCc1ccccc1)C(=O)OCc1ccccc1	10	-2	12	0.9	1.2	-24	0.9	0	-11
O=c1nc(-c2ccccc2)c2cc(SC(F)F)ccc2[nH]1	-6	-1	-5	1.1	1.1	-6	0.2	13	-1
CCOC(=O)C1(Cc2ccc(OC)cc2)CCN(C(=O)[C@@H]2CCCN2C(C)=O)CC1	-12	-2	-2	1.1	1.1	-9	0.1	-2	8
COc1ccc(C2CC(c3ccc(Cl)cc3)=NN2C(=O)c2cccc([N+](=O)[O-])c2)cc1 (stereo not given)	16	-2	-7	0.84	0.88	12	1.9	1	5
CC(C)C(=O)Nc1ccc2c(c1)Cc1cc(NC(=O)C(C)C)ccc1-2	-7	-2	-6	1.1	1.1	-6	-0.7	-4	3

Reprinted from the listing (4 entries):
SMILES	mIAP inh	beta cell repl	APOBEC3G inh	mIAP act	hIAP activ	hIAP inh	MPTP block	APOBEC3A inh	ATG4B inh
Cc1ccc(S(=O)(=O)N2CCCC(C(=O)NCCc3ccccc3)C2)cc1 (stereo not given)	-4	6	-4	1	0.99	1	-0.9	1	3
COc1ccccc1N1CCN(C(=O)CSc2nc3ncnc(N)c3[nH]2)CC1	-5	0	-6	1	1.1	-7	-1.0	-1	-4
Cc1ccc2c(c1)N(C(=O)CCC(=O)NCc1cccc(F)c1)CCO2	4	-5	-5	0.96	0.95	5	-0.6	-8	-13
CCCOP(=O)(c1ccc(N(C)C)cc1)C(O)c1ccc(Cl)cc1 (stereo not given)	4	4	-10	0.96	0.94	6	0.0	-2	-4

Further compounds
SMILES	mIAP inh	beta cell repl	APOBEC3G inh	mIAP act	hIAP activ	hIAP inh	MPTP block	APOBEC3A inh	ATG4B inh
CCCC1C(C#N)=C(N)Oc2n[nH]c(C(C)(C)C)c21 (stereo not given)	-2	-2	-5	1	1.1	-11	1.7	-2	2
O=C1OC[C@H]2CCCN2C(=O)[C@@H](CC(=O)N(CCO)Cc2ccccc2)C/C=C\CC[C@@H]1Cc1ccc(F)cc1	0	-3	-6	0.99	0.98	2	0.7	0	-8
Cc1ccc(N(CC(=O)NC2CCCC2)C(=O)CCC(=O)Nc2ccccn2)cc1	-5	-2	-7	1.1	1.1	-11	-1.0	-3	-11
COc1ccc(N(CC(=O)NCCSc2ccccn2)S(=O)(=O)c2ccccc2)cc1OC	4	-1	-7	0.96	0.92	8	-1.4	-2	9
COc1ccc(OC)c2[nH]c(=O)c(CCNC(C)=O)cc12	-5	-3	-4	1	1	-2	-0.5	-5	3
COc1ccc(OCc2ccc(C(=O)NN)cc2)cc1	23	1	-1	0.77	0.9	10	-0.2	5	-2
Clc1ccc(CN2CCN(c3ncnc4scc(-c5cccs5)c34)CC2)cc1	1	-6	-4	0.99	0.97	3	14	-4	1
COc1ccc(CNC(=O)C2CCN(c3nnc(N4CCCC4=O)s3)CC2)cc1	12	1	-7	0.88	1.1	-6	0.3	-5	0
Cc1cc(S(=O)(=O)NCCCN2CCOCC2)c(Cl)cc1Cl	-11	1	-14	1.1	1.1	-13	0.2	-3	-2
Cc1cc(NC(=O)Nc2ccccc2[N+](=O)[O-])n(C)n1	1	-3	-9	0.99	0.95	5	0.8	-5	-6
CN(Cc1cnccn1)Cc1nc(Cc2ccccc2F)no1	-2	0	-9	1	0.94	6	-1.4	1	-8
CCn1cc([N+](=O)[O-])c(C(=O)Nc2ccn(Cc3ccccc3F)n2)n1	6	0	-2	0.94	0.84	16	-1.8	4	-10
COc1ccc(OC)c(C(=O)NC(CC(N)=O)c2ccc(N3CCC(N4CCCCC4)CC3)c([N+](=O)[O-])c2)c1 (stereo not given)	12	-3	17	0.88	0.92	8	-1.0	3	-3
CC1CCN(CCCn2c(SCC(=O)Nc3ccccc3Cl)nc3ccccc3c2=O)CC1	7	-5	-1	0.93	0.97	3	3.7	5	-1
Cn1nccc1C(=O)N1CCC(Cc2ccccc2)CC1	-2	0	-6	1	1	-2	2.8	-3	3
Cc1cc(=O)[nH]c(-n2nc(C)c(Oc3ccccc3O)c2C)n1	4	-2	-5	0.96	1	-3	-0.5	1	-3
COc1ccccc1CNS(=O)(=O)c1c(C)noc1C	-5	2	0	1.1	1	-3	-0.6	-1	-4
COC(=O)[C@H]1C[C@H](O)CN1S(=O)(=O)c1ccc(Br)cc1F	7	x	5	0.93	x	x	-0.3	3	7
COc1ccc(Nc2nnc(SCc3cc(=O)n4ccsc4n3)s2)cc1	27	1	2	0.73	1	-4	-2.1	9	-5
O=C(Nc1cccc(OC(=O)c2cccnc2)c1)c1cccnc1	0	-1	-5	0.99	1	0	-0.8	3	-5
COC(=O)c1c(NC(=O)Nc2ccc(Cl)cc2)sc(C)c1C	-14	0	-4	1.1	1	-4	2.0	-3	3
CCn1c(SCc2nc3ccccc3c(=O)[nH]2)nc2ccccc21	0	0	-6	1	1.5	-47	-0.9	0	-2
COc1ccc(-c2nnc(SCC(=O)c3ccco3)n2-c2ccccc2)cc1	10	3	-7	0.9	1	0	2.4	-4	-2
CC(C)Cn1c(N)c(C(=O)CSc2ncnc3sc4c(c23)CCCC4)c(=O)n(C)c1=O	-3	-5	-2	1	0.98	2	28	0	-3
O=C(NNC(=O)c1ccccn1)c1cccc([N+](=O)[O-])c1	33	-5	-10	0.67	1.5	-49	-0.7	1	-11
O=C(Nc1c2c(nn1-c1ccc(Cl)cc1)CS(=O)(=O)C2)c1ccccc1	2	-1	-9	0.98	1	-3	-0.9	-3	-5
CC(C)c1nc2sc3c(=S)nc[nH]c3c2c2c1CCC2	4	-1	-10	0.96	1.1	-8	11	-3	3
CC(Oc1cccc(Br)c1)C(=O)Nc1cccc(S(=O)(=O)N2CCOCC2)c1 (stereo not given)	-38	2	-5	1.4	0.96	4	-1.0	-6	6
CCN(C(=O)Cc1c(C(=O)O)[nH]c2ccccc12)c1ccc(OC)cc1	-18	-3	-1	1.2	0.89	11	-0.3	4	-1
COc1cc(O)c2c(=O)c3c(O)ccc(O)c3oc2c1	5	-4	5	0.95	0.87	13	1.2	10	-29
CCCn1ccc2c(OCC(=O)Nc3ccc(NC(C)=O)cc3)cccc2c1=O	2	-1	2	0.98	1.1	-8	1.1	3	-4
CCC(=O)N1CCc2cc(Br)cc(S(=O)(=O)NCc3ccco3)c21	10	-1	-2	0.9	0.95	5	1.0	0	-4
O=Nc1c(O)n(Cc2ccc(Cl)c(Cl)c2)c2ccccc12	4	-6	0	0.96	1	-5	21	0	-6
COc1cc(CN2CCN(S(=O)(=O)c3ccccc3)CC2)cc(OC)c1OC	-3	-1	-7	1	1	-4	-1.2	-4	-2
C/C(=N\OCC(=O)Nc1ccc(Br)cc1)c1cccs1	-26	-1	-9	1.3	1	-3	-1.8	-4	-9
CCCCCCSc1cc(-c2nc3ccc(Cl)cn3c2NCCCC)ccc1OC	0	-9	-6	1	0.99	1	16&5.0	-6	-10
O=C1NC(c2ccc(-c3ccccc3[N+](=O)[O-])o2)C(C(=O)c2ccc(F)cc2)C(O)(C(F)(F)F)N1 (stereo not given)	11	-3	-3	0.89	0.98	2	1.5	3	-8
CCC(=O)Nc1nnc(SCC(=O)Nc2ccc3c(c2)OCO3)s1	-3	-5	-4	1	0.75	25	-0.4	3	6
Cc1cc(C)cc(C(=O)NCC(=O)OCN2C(=O)c3ccccc3C2=O)c1	-17	3	-7	1.2	1	-4	-0.9	-4	7
O=C(c1ccccc1)c1nc2c(n1O)CCCCC2	2	2	-8	0.98	0.84	16	-1.9	-3	-30
Cc1c(CN2CCC(CO)(CCOc3ccccc3)CC2)[nH]c2c(Cl)cccc12	4	-6	-5	0.96	0.96	4	3.8	-1	-8
CCNC(=O)COC(=O)/C=C/c1ccccc1[N+](=O)[O-]	7	0	-6	0.93	0.94	6	0.1	-4	-10
CCCN(CCC)C1=N/C(=C\c2ccco2)C(=O)N1c1ccccc1	13	-2	7	0.87	1	-1	7.9	-5	18
COC(=O)[C@]1(C)N[C@H](CN(C)C(=O)NC(C)C)[C@@H]2C(=O)N(C)C(=O)[C@@H]21	0	1	-4	0.99	0.93	7	-1.4	-3	6
Cn1c(=O)cc(SCC(=O)NCc2ccco2)c2ccccc21	-6	1	-5	1.1	1	0	-0.9	-1	-9
Cc1ccc(/C=C/S(=O)(=O)Nc2ccc(C)cc2)cc1	8	-2	0	0.92	1.1	-7	-0.6	-2	11
CCN(c1ccccc1)S(=O)(=O)c1ccc(OC)c(NC(=O)Cc2ccc(OC)c(OC)c2)c1	-17	-6	2	1.2	1.3	-33	-0.9	-2	-8
Cc1cccc(-c2nc(C#N)c(NCC3CCCO3)o2)c1 (stereo not given)	-16	-2	3	1.2	1.1	-10	1.9	1	7
Cc1ccc(C2=NC(C(F)(F)F)(C(F)(F)F)c3c(n(-c4ccc(F)cc4)c(=O)[nH]c3=O)N2)cc1	13	-4	-2	0.87	0.91	9	25	1	6
CC[C@]12c3[nH]c4cc(CCC(=O)N(C)C)ccc4c3CCN1C(=O)[C@@H](CC(=O)NCc1ccco1)C[C@@H]2C(=O)N1CCN(C(=O)C2CC2)CC1	-5	x	1	1	x	x	-1.2	0	x
CCc1cccc(C)c1NC(=O)c1cc(-c2ccncc2)nc2ccccc12	-3	0	10	1	1.1	-11	0.4	9	-8
